A3G deaminase – inhibitors of human APOBEC3G DNA deaminase; AID 493012; inhibition, % at 20 µM; Q9HC16; recombinant A3G, ssDNA deamination FAM/TAMRA fluorescence; 0.28% of 330,000 active;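 active means inhibition of at least 40% at 20 µM, with no more than 30% in the related APOBEC3A deaminase screen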;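 further: plate controls were DMSO wells with A3G for no effect and wells lacking A3G enzyme for full effect; some compounds called inactive have numbers as strong as hits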
Target sequence (Q9HC16 whole entry, looked up): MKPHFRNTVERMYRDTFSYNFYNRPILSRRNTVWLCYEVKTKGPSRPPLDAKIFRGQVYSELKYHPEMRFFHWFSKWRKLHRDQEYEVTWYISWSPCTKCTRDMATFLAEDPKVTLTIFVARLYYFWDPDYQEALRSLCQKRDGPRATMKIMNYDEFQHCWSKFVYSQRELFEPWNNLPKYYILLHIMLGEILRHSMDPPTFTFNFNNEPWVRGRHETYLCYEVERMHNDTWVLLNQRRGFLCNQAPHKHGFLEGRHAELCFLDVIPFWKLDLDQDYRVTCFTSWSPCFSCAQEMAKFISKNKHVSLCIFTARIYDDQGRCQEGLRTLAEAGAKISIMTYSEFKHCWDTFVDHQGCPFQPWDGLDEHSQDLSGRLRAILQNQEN
MPTP block – inhibitors of mitochondrial permeability transition pore | isolated mouse mitochondria, Ca2+ swelling absorbance, 30 min | inhibition, % at 10 µM | 1.4% of 360,000 active | AID 602449;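 active means inhibition of 50% or more, scaled per plate between neutral and stimulator controls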;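 further: 0% = DMSO wells given calcium and 100% = 1 mM EGTA wells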
hIAP block – blocks human intestinal alkaline phosphatase; inhibition, % at 10 µM; purified IAP, CDP-Star luminescence, 30 min; 0.12% of 330,000 active; AID 2544; P09923;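 active means inhibition reaching a set limit with compound at 10 µM in the primary screen, cut at about 35% in these data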;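 further: plate controls were DMSO wells with enzyme for no effect and no-enzyme buffer wells for full effect; values of inactives mirror those of a sister screen read the other way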
ATG4B inhibitor – ATG4B (human) cysteine protease inhibition; 0.51% of 340,000 active; inhibition, % at 8.33 µM; Q9Y4P1; ATG4B cleavage of LC3-PLA2, NBD-HPC fluorescence, 1 h; in the data active means inhibition above about 40%
Target sequence (Q9Y4P1 whole entry, looked up): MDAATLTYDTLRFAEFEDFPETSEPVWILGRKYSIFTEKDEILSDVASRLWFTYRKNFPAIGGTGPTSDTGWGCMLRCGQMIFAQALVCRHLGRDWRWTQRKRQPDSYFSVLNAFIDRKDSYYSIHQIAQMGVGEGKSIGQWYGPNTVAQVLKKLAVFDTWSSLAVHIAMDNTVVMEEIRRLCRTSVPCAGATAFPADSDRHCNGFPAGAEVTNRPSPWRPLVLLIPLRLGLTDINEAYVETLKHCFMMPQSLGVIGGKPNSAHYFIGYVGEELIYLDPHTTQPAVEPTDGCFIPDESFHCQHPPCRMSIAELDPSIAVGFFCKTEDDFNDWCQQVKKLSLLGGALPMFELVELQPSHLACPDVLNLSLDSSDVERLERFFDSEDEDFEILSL
APOBEC3A inh – blocks human APOBEC3A ssDNA deamination | P31941 | recombinant A3A, FAM/TAMRA ssDNA deamination fluorescence | inhibition, % at 20 µM | 0.41% of 330,000 active | AID 493011;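 active means at least 40% inhibition at 20 µM here, with at most 30% in a related deaminase screen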;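 further: plate controls were A3A with DMSO for no effect and wells lacking A3A enzyme for full effect; some results filed as inactive read as strong as hits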
Target sequence (P31941 whole entry, looked up): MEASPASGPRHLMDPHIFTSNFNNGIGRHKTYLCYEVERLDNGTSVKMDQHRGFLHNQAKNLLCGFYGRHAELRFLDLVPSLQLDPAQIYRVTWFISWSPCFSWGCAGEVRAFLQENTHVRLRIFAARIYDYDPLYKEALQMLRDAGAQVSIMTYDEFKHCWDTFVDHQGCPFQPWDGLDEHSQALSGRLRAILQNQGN
mIAP activ – increases mouse intestinal alkaline phosphatase activity. 0.24% of 330,000 active. muIAP, CDP-Star luminescence, 30 min; active compounds read high; 1 = vehicle-only enzyme signal, 0 = enzyme-free wells. activation factor at 10 µM;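 active means activation factor of at least 2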; further: the source names both 10 and 20 µM as test concentration; values of inactives mirror those of a sister screen read the other way
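Assay system: mouse IAP enzyme / Compound: DMSO-dissolved test compounds / Timing: 30 min, room temperature / Measured by: luminescence from enzymatic CDP-Star hydrolysis / Control set: DMSO-only wells, enzyme-free buffer wells as negative control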
MIN6 prolif – induces beta-cell replication in MIN6 cells; MIN6 cells proliferation, ATPlite luminescence, 48 h; cells starved in 0.2% serum; 100% = growth in 10% serum; proliferation, % at 10 µM; 0.29% of 330,000 active;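 active means compounds whose signal lies at least 3.5 SD above the mean of all wells on their plate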;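 further: 0% = DMSO-treated cells in low-serum medium and 100% = 10% serum control; some compounds called inactive have numbers as strong as hits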
mIAP block – mouse IAP inhibition. purified mouse IAP, CDP-Star luminescence, 30 min. inhibition, % at 10 µM. 0.2% of 330,000 active. AID 2806;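 active means inhibition of at least 40% at 10 µM in the primary screen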;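 further: plate controls were DMSO with enzyme for no effect and no enzyme wells for full effect; values of inactives mirror those of a sister screen read the other way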
hIAP activ – human IAP activation | P09923 | purified human IAP, CDP-Star luminescence, 30 min; active compounds read high; 1 = vehicle-only enzyme, 0 = enzyme-free background | activation factor at 10 µM | 0.16% of 330,000 active;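 active means activation factor of the enzyme at least 2-fold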; further: the source names both 10 and 20 µM as test concentration; values of inactives mirror those of a sister screen read the other way
* = called active by the depositor.

Screening O=C(c1ccccc1)N1CCN(CC(O)COCC2CC=CCC2)CC1 (stereo not drawn) returned A3G deaminase -1, MPTP block 1.1, hIAP block -13, ATG4B inhibitor -15, APOBEC3A inh -2, mIAP activ 0.94, MIN6 prolif 0, mIAP block 6 and hIAP activ 1.1.
Screening CC1CCN(CCC(=O)Nc2ccc(F)c(F)c2)CC1 returned A3G deaminase -9, MPTP block 1.6, hIAP block -21, ATG4B inhibitor -3, APOBEC3A inh -6, mIAP activ 1, MIN6 prolif 0, mIAP block -3 and hIAP activ 1.2.
Screening COc1cccc(N(CC(=O)N/N=C(\C)c2cccs2)S(C)(=O)=O)c1 returned A3G deaminase 1, MPTP block -0.1, hIAP block -4, ATG4B inhibitor -6, APOBEC3A inh -1, mIAP activ 0.91, MIN6 prolif 2, mIAP block 9 and hIAP activ 1.
`Cc1cc(C)n(CC(O)CN(c2ccccc2)S(=O)(=O)c2ccc3ccccc3c2)n1` (stereo not drawn) gave A3G deaminase -3, MPTP block -2.2, hIAP block -7, ATG4B inhibitor 2, APOBEC3A inh 0, mIAP activ 0.92, MIN6 prolif 0, mIAP block 8 and hIAP activ 1.1.
Screening CCOC(=O)N1CCN(CC(=O)Nc2cc3c(cc2C(C)=O)OCO3)CC1 returned A3G deaminase -8, MPTP block -1.8, hIAP block -3, ATG4B inhibitor -7, APOBEC3A inh 0, mIAP activ 1.1, MIN6 prolif 1, mIAP block -11 and hIAP activ 1.
`Cc1ccc(-n2c3c(c(O)c(-c4ccccc4)c2=O)C(=O)CC(C)(C)C3)cc1` gave A3G deaminase 9, MPTP block 1.5, hIAP block -5, ATG4B inhibitor -9, APOBEC3A inh 1, mIAP activ 1, MIN6 prolif -3, mIAP block -1 and hIAP activ 1.
Screening Cc1ccc(S(=O)(=O)N(C)CCCC(=O)Nc2ccc(C)cc2C)cc1 returned A3G deaminase -3, MPTP block 1.9, hIAP block -19, ATG4B inhibitor -11, APOBEC3A inh 1, mIAP activ 1.1, MIN6 prolif 0, mIAP block -8 and hIAP activ 1.2.
`CCOC(=O)c1nc(N)c(C(=O)OCC)[nH]1` gave A3G deaminase -5, MPTP block 3.7, hIAP block -3, ATG4B inhibitor -8, APOBEC3A inh -2, mIAP activ 0.98, MIN6 prolif -2, mIAP block 2 and hIAP activ 1.
CC(=O)Oc1ccc2c(=O)c(Oc3ccccc3[N+](=O)[O-])coc2c1 was read as A3G deaminase -2, MPTP block 2.7, hIAP block -7, ATG4B inhibitor -11, APOBEC3A inh 4, mIAP activ 1.1, MIN6 prolif 0, mIAP block -10 and hIAP activ 1.1.
For CC(C)c1ccc(C(=O)COC(=O)C(O)c2ccccc2)cc1 (stereo not drawn) the results were A3G deaminase -4, MPTP block 1.7, hIAP block 2, ATG4B inhibitor -9, APOBEC3A inh -5, mIAP activ 0.94, MIN6 prolif -3, mIAP block 6 and hIAP activ 0.98.
Screening CCOC(=O)c1c(NC(=S)Nc2ccccc2)sc2c1CC(C)(C)SC2 returned A3G deaminase -5, MPTP block 29, hIAP block 27, ATG4B inhibitor 8, APOBEC3A inh -2, mIAP activ 0.86, MIN6 prolif -2, mIAP block 14 and hIAP activ 0.73.
`CCCCCC(=O)Nc1ccc(C(=O)N/N=C/c2ccc([N+](=O)[O-])cc2)cc1` gave A3G deaminase -3, MPTP block 0.0, hIAP block -20, ATG4B inhibitor 4, APOBEC3A inh -1, mIAP activ 0.9, MIN6 prolif -1, mIAP block 10 and hIAP activ 1.2.
`Cc1ccc(/C=N/NC(=O)c2nn(C)cc2Cl)cc1` gave A3G deaminase -3, MPTP block -8.6, hIAP block -8, ATG4B inhibitor -7, APOBEC3A inh 1, mIAP activ 1, MIN6 prolif -2, mIAP block -1 and hIAP activ 1.1.
`O=C(CSc1nnc(-c2ccco2)n1-c1ccccc1)N1CCOCC1` gave A3G deaminase 3, MPTP block -1.5, hIAP block 17, ATG4B inhibitor 0, APOBEC3A inh 2, mIAP activ 0.97, MIN6 prolif -1, mIAP block 3 and hIAP activ 0.83.
Cc1ccc(NC(=O)Cc2nc(COC(=O)C(C)NS(=O)(=O)c3ccc(C)cc3)cs2)cc1 (stereo not drawn) was read as A3G deaminase 0, MPTP block 0.1, hIAP block 8, ATG4B inhibitor -6, APOBEC3A inh -1, mIAP activ 0.97, MIN6 prolif -7, mIAP block 3 and hIAP activ 0.93.
For CCNC(=S)N=Nc1c(O)[nH]c2ccc([N+](=O)[O-])cc12 the results were A3G deaminase -3, MPTP block 0.7, hIAP block -68, ATG4B inhibitor 0, APOBEC3A inh 2, mIAP activ 0.66, MIN6 prolif -4, mIAP block 34 and hIAP activ 1.7.
For O=C(O)Cn1nc(-c2ccccc2)c2ccccc2c1=O the results were A3G deaminase -4, MPTP block -0.8, hIAP block 14, ATG4B inhibitor -3, APOBEC3A inh -3, mIAP activ 0.94, MIN6 prolif -1, mIAP block 6 and hIAP activ 0.86.
`O=C(NCc1ccc2c(c1)OCO2)c1ccc(=O)[nH]c1` gave A3G deaminase -2, MPTP block 0.4, hIAP block 17, ATG4B inhibitor -3, APOBEC3A inh 0, mIAP activ 1, MIN6 prolif 1, mIAP block -3 and hIAP activ 0.83.
Screening Cc1cc(C)n(C/C=C/Cn2nc(C)cc2C)n1 returned A3G deaminase 3, MPTP block -0.4, hIAP block 14, ATG4B inhibitor -3, APOBEC3A inh 5, mIAP activ 0.97, MIN6 prolif -1, mIAP block 3 and hIAP activ 0.86.
O=C(NCCCc1ccccc1)c1ccc(Br)o1 was read as A3G deaminase -7, MPTP block 1.3, hIAP block 13, ATG4B inhibitor 1, APOBEC3A inh -3, mIAP activ 0.97, MIN6 prolif -4, mIAP block 3 and hIAP activ 0.87.
COCCN(C(=O)CCC(=O)Nc1nccs1)C(C(=O)NCCC(C)C)c1ccc(OC)cc1 (stereo not drawn) was read as A3G deaminase -6, MPTP block -0.6, hIAP block 1, ATG4B inhibitor -20, APOBEC3A inh -1, mIAP activ 1.1, MIN6 prolif -2, mIAP block -8 and hIAP activ 0.99.
`O=S1(=O)N=C2CCCCCN2C(c2ccc(Br)cc2)N1` (stereo not drawn) gave A3G deaminase -5, MPTP block -1.2, hIAP block 15, ATG4B inhibitor 3, APOBEC3A inh 3, mIAP activ 0.96, MIN6 prolif -1, mIAP block 4 and hIAP activ 0.85.
For Cc1cc(NC2CCCCC2)nc2ccccc12 the results were A3G deaminase -5, MPTP block 4.2, hIAP block -12, ATG4B inhibitor 10, APOBEC3A inh -2, mIAP activ 0.99, MIN6 prolif -4, mIAP block 1 and hIAP activ 1.1.
`COc1ccc(-c2cnc3c(-c4ccc(F)cc4)cnn3c2N)cc1` gave A3G deaminase -5, MPTP block 5.3, hIAP block 5, ATG4B inhibitor 0, APOBEC3A inh -2, mIAP activ 1, MIN6 prolif -2, mIAP block -3 and hIAP activ 0.95.
Screening O=C(COc1ccc(-c2nnco2)cc1)Nc1c(Cl)cccc1C(F)(F)F returned A3G deaminase -7, MPTP block -1.5, hIAP block -6, ATG4B inhibitor -7, APOBEC3A inh 5, mIAP activ 0.96, MIN6 prolif 0, mIAP block 4 and hIAP activ 1.1.
`CCOC(=O)C1CCN(Cc2cc(C(C)(C)C)c(O)c(C(C)(C)C)c2)CC1` gave A3G deaminase -4, MPTP block -0.9, hIAP block 0, ATG4B inhibitor -12, APOBEC3A inh 3, mIAP activ 1, MIN6 prolif -6, mIAP block 0 and hIAP activ 1.
For Fc1ccc(Nc2nc(NCc3ccco3)c3ccccc3n2)cc1 the results were A3G deaminase 9, MPTP block 86*, hIAP block -15, ATG4B inhibitor 9, APOBEC3A inh -6, mIAP activ 1.2, MIN6 prolif -4, mIAP block -22 and hIAP activ 1.2.
Screening CC1CCN(C(=O)C2CCN(S(=O)(=O)N3CCC4(CC3)OCCO4)CC2)CC1 returned A3G deaminase 11, MPTP block 0.9, hIAP block -6, ATG4B inhibitor 3, APOBEC3A inh 2, mIAP activ 1, MIN6 prolif 3, mIAP block 0 and hIAP activ 1.1.
`Cc1ccccc1-n1c(-c2ccncc2)n[nH]c1=S` gave A3G deaminase 22, MPTP block -0.5, hIAP block 9, ATG4B inhibitor 5, APOBEC3A inh -7, mIAP activ 0.94, MIN6 prolif 1, mIAP block 6 and hIAP activ 0.91.
COC(=O)c1cc(=O)n(Cc2ccco2)c(=Nc2ccc(F)c(Cl)c2)s1 was read as A3G deaminase 1, MPTP block 1.6, hIAP block -2, ATG4B inhibitor -23, APOBEC3A inh 1, mIAP activ 0.78, MIN6 prolif -7, mIAP block 22 and hIAP activ 1.
Screening CCC(NC(=O)OCc1ccccc1)C(=O)Oc1ccc2ccc(=O)oc2c1 (stereo not drawn) returned A3G deaminase -7, MPTP block -0.3, hIAP block 1, ATG4B inhibitor 4, APOBEC3A inh 1, mIAP activ 1, MIN6 prolif 0, mIAP block -1 and hIAP activ 0.99.
`C[C@H](CO)N1C[C@H](C)[C@@H](CN(C)S(=O)(=O)c2ccc(F)cc2)Oc2ccc(NC(=O)c3ccncc3)cc2C1=O` gave A3G deaminase -4, MPTP block 0.8, hIAP block 8, ATG4B inhibitor 1, APOBEC3A inh 0, mIAP activ 1, MIN6 prolif 0, mIAP block -3 and hIAP activ 0.92.
Screening COC(=O)Nc1ccc(OC)c(OC)c1 returned A3G deaminase -2, MPTP block 0.1, hIAP block -1, ATG4B inhibitor -2, APOBEC3A inh 2, mIAP activ 1.1, MIN6 prolif -2, mIAP block -7 and hIAP activ 1.
`CCC(C)(C)n1nnnc1C(c1ccccc1F)N1CCC(C(N)=O)CC1` (stereo not drawn) gave A3G deaminase -2, MPTP block -0.9, hIAP block -21, ATG4B inhibitor 0, APOBEC3A inh -1, mIAP activ 1, MIN6 prolif 0, mIAP block -4 and hIAP activ 1.2.
`Cc1nc([N+](=O)[O-])c(C(=O)OCc2ccccc2F)n1C` gave A3G deaminase -6, MPTP block -0.4, hIAP block -10, ATG4B inhibitor -1, APOBEC3A inh -1, mIAP activ 1.1, MIN6 prolif -3, mIAP block -14 and hIAP activ 1.1.
CC(C)c1ccc(NC(=O)COC(=O)C2CC3C=CC2C3)cc1 (stereo not drawn) was read as A3G deaminase -9, MPTP block 0.5, hIAP block 3, ATG4B inhibitor -3, APOBEC3A inh 4, mIAP activ 1.1, MIN6 prolif -1, mIAP block -6 and hIAP activ 0.97.
O=C(NNc1cc(Cl)cc(Cl)c1)c1cccs1 was read as A3G deaminase -5, MPTP block 5.8, hIAP block 11, ATG4B inhibitor -7, APOBEC3A inh -1, mIAP activ 0.99, MIN6 prolif -3, mIAP block 1 and hIAP activ 0.89.
Screening O=C(N1CCOCC1)N1CCC(NC(=O)C23CC4CC(CC(C4)C2)C3)CC1 returned A3G deaminase 1, MPTP block -1.5, hIAP block 11, ATG4B inhibitor 17, APOBEC3A inh -1, mIAP activ 1.1, MIN6 prolif 1, mIAP block -5 and hIAP activ 0.89.
COc1ccc(C2/C=C\CN(CC(C)(C)C)CC(=O)N2Cc2ccc(F)cc2)cc1 (stereo not drawn) was read as A3G deaminase -7, MPTP block -0.1, hIAP block 2, ATG4B inhibitor 10, APOBEC3A inh -1, mIAP activ 0.92, MIN6 prolif -8, mIAP block 8 and hIAP activ 0.98.
